Screening results from PubChem.
KCC2 mod: modulators of human KCC2 chloride dependent transport. hit rate 2.2% among 190,000. Q9H2X9. AID 1456. KCC2 cells, thallium flux FluoZin-2 fluorescence. B-score of Tl+ flux slope (higher = more flux/activation; lower = inhibition) at 10 µM;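 active means thallium flux slope and its plate-corrected score both differing from the plate sample mean at a set confidence after two filtering rounds, in either direction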;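 further: slope of fluorescence scaled to starting intensity during 10 to 20 s after thallium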
Target sequence (Q9H2X9 whole entry, looked up): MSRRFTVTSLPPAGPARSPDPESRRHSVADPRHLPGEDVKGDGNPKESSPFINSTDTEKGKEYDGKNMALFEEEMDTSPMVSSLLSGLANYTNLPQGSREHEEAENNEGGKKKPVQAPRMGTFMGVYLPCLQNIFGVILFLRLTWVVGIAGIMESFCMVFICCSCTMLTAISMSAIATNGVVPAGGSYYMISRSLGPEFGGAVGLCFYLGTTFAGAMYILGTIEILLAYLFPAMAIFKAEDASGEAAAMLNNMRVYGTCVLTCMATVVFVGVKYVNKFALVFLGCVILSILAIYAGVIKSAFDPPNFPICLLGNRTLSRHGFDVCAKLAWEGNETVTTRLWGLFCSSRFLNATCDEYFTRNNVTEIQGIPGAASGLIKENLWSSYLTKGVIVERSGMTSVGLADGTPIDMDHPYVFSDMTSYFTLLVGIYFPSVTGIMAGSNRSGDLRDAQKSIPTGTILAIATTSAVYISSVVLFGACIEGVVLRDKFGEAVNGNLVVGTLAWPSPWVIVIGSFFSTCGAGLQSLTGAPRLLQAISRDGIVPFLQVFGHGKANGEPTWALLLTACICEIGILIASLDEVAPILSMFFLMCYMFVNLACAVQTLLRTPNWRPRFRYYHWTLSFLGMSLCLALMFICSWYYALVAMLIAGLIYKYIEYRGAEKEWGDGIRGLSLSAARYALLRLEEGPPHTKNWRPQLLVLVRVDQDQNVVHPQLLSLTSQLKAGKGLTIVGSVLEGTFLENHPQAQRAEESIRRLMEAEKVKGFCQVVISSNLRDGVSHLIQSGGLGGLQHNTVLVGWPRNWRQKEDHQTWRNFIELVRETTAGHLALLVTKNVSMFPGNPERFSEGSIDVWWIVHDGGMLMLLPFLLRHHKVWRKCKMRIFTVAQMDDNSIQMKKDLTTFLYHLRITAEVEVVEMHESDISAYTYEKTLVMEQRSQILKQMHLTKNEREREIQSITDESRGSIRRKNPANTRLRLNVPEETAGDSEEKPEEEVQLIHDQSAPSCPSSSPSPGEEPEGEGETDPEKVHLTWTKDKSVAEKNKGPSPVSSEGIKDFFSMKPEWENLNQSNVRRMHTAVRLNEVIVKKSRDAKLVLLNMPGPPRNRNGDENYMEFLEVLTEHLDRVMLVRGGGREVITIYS
thrombin 1536: blocks human thrombin protease activity; P00734; alpha-thrombin, Boc-VPR-AMC fluorogenic substrate cleavage; inhibition, % at 5 µM; hit rate 0.26% among 220,000; AID 1046;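 active means inhibition at or above 40%; inactive means inhibition below 40%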;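 further: 0% = enzyme with no compound and 100% = wells without enzyme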
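System – human alpha-thrombin · Medium – pH 7.5 Tris (50 mM) with NaCl 150 mM, Tween 20 0.05% · Compound – single-point dosing at 5 µM, 0.2% DMSO · Incubation – enzyme reaction carried out at room temperature · Technique – fluorescence of released AMC, ex 355 nm, em 460 nm · Read-out basis – % inhibition of thrombin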
Furin inhibitor: blocks human furin protease activity; purified furin, fluorogenic substrate cleavage; hit rate 0.061% among 220,000; inhibition, % at 30 µM; P09958; in the data active means inhibition above about 25%; further: inactives centre near -15
PPC-1+TRAIL kill: compounds killing PPC-1 cancer cells with TRAIL present (potentiator screen, no TRAIL-free arm). PPC-1 cells + TRAIL, ATPLite viability luminescence. cell killing (% activity), % at 4 µM. hit rate 0.41% among 220,000;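 active means cell killing above 50% in the first pass at 4 µM, then a duplicate retest at 5 µM averaging 50% or more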;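 further: plate controls were cells with TRAIL plus DMSO for no effect and medium-only wells lacking cells for full effect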
TbHK1 inh: T. brucei hexokinase 1 inhibition; hit rate 0.11% among 220,000; AID 1430; recombinant TbHK1, G6PDH-coupled NADH A340; inhibition, % at 10 µM;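 active means inhibition of 50% or more in the single-dose primary screen; inactive means inhibition below 50%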
TRPML3 agonist: human mucolipin-3 channel agonism | HEK293 TRPML3-YFP, Fluo-8 calcium fluorescence; 100% = the carbachol control signal | activation, % at 3 µM | hit rate 0.29% among 220,000;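 active means activation above its plate's cutoff, the mean activation of the plate's test wells plus 3 SD, cut at about 12% in these data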;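 further: 0% = DMSO only wells and 100% = carbachol wells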
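Material: HEK293 cells stably carrying human TRPML3-YFP; compound dosing: single dose, 3 µM final nominal compound, 0.3% DMSO final; incubation: 1-h 37 °C dye load, 5-s basal, 120-s post-compound reads; technique: Fluo-8 intracellular calcium fluorescence, excitation 470-495 nm, emission 515-575 nm; read-out basis: percent activation from peak-to-basal fluorescence ratio, scaled between DMSO and carbachol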
EBV gp42 block: blocks Epstein-Barr virus glycoprotein 42 binding. Q1HVG2. Fluorescence polarization binding assay, mP read-out. inhibition, % (tested at 21.74 µM). hit rate 0.42% among 220,000; in the data active means inhibition above about 50%
TRPN1 ag: zebrafish TRPN1 (NompC) channel agonism; HEK293 zebrafish TRPN1-YFP, Fluo-8 calcium fluorescence; 100% = response to 87 µM carbachol; activation, % at 3 µM; hit rate 0.18% among 220,000; AID 1424;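 active means activation above its plate's cutoff, the mean activation of test wells on that plate plus 3 SD, cut at about 19% in these data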;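 further: 0% = DMSO alone and 100% = 87 µM carbachol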
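Assay system: Zebrafish TRPN1-YFP in HEK293 cells | Incubation: Dye loading 1 h at 37 °C, then 30 min room temperature | Measured by: Kinetic Fluo-8 fluorescence, ex 470-495, em 515-575 nm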
m-calpain inh: calpain II (pig) inhibition. purified calpain II, fluorogenic peptide substrate, 30 min. inhibition, % at 16 µM. hit rate 0.37% among 220,000. AID 1236;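 active means inhibition above about 50%, limit read from the data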
Starred values were filed as active, the others as inactive; . = not tested or not shown; [ ] = remark or other dose. Outcome played no part in choosing rows, and some 3.6% of all compounds hit somewhere here.

SMILES | KCC2 mod | thrombin 1536 | Furin inhibitor | PPC-1+TRAIL kill | TbHK1 inh | TRPML3 agonist | EBV gp42 block | TRPN1 ag | m-calpain inh
CCOC(=O)C(NC(=O)Nc1ccc(C(N)=O)cc1)(c1ccccc1)C(F)(F)F (stereo not drawn) | -0.08 | -2 | -11 | 29 | -2 | 0.5 | -1 | 2.1 | -6
Cc1cc(C)c(NC(=O)CSc2nnc(-c3ccco3)n2N)c(C)c1 | 0.54 | -9 | -38 | 33 | -1 | 1.3 | 1 | 1.7 | 0
O=C(CCn1c(=O)oc2ccccc21)n1c(=O)oc2ccccc21 | -0.45 | 1 | -18 | 14 | 1 | -0.1 | -16 | 0.9 | 2
O=C(CN1C(=O)C2C3C=CC(C3)C2C1=O)Nc1ccc(S(=O)(=O)N2CCCCC2)cc1 (stereo not drawn) | 0.28 | 1 | -16 | 10 | 4 | 1.4 | -2 | 2.5 | 33
Cc1noc(C)c1S(=O)(=O)N1CCC(C(=O)N2CCN(Cc3ccc4c(c3)OCO4)CC2)CC1 | -0.98 | -2 | -17 | 2 | -5 | 1.7 | -17 | 0.9 | 3
C/C(=N/NC(=O)c1ccc(O)cc1)c1cccc([N+](=O)[O-])c1 | -0.76 | -4 | -15 | 20 | 10 | 0.9 | -13 | 0.9 | 1
CCn1nc(C)c(NC(=O)c2ccc(Cl)cc2)c1C | 0.064 | -2 | -17 | -2 | 1 | 0.4 | 2 | 0.3 | 12
CCCCC(=O)C1=C(N2CCCC2)CC(C)(C)CC1=O | 0.38 | 2 | -12[20 µM] | . | 1 | -0.5 | -25 | -0.1 | -3
COCCNC(=S)Nc1ccc(Cl)c(Cl)c1 | 0.09 | 0 | -21 | 8 | -1 | 2.5 | 0 | 3.3 | -24
Cc1sc(NC(=O)C2CC(Cl)=CCC2C(=O)O)c(C#N)c1C (stereo not drawn) | -0.25 | -4 | -18 | 15 | -9 | 1.1 | -8 | -0.1 | -6
CCCCOC(=O)c1ccc(NC(=O)/C=C/c2cccs2)cc1 | 2 | -5 | -1 | 15 | -18 | 0.8 | -19 | 0.8 | 17
O=C(NC(=S)Nc1ncc(Br)cc1Br)c1cncc(Br)c1 | 3.5 | 0 | -15[20 µM] | -2 | -2 | 0.1 | -15 | 0.5 | 16
CCCCCCCC(=O)N/N=C(\C)c1cccnc1 | 0.3 | -3 | -7[20 µM] | 8 | 2 | 0.4 | -11 | 0.4 | -2
CC1CC(NC(=O)CC#N)CC(C)(C)C1 (stereo not drawn) | 0.93 | -3 | -15 | 0 | -8 | 0.9 | -12 | 1.4 | 10
COc1ccc(OC)c(S(=O)(=O)n2nnc3cc(Cl)ccc32)c1 | -0.18 | -1 | -14 | 28 | 5 | 0.5 | -21 | -0.2 | 6
O=C1CC(N2CCc3ccccc32)C(=O)N1c1ccc(F)cc1 (stereo not drawn) | -0.11 | -10 | -30 | . | 1 | 0.5 | -9 | 1.8 | -18
CCn1c(=O)cc(OCC(=O)NCCCN2CC(C)CC(C)C2)c2ccccc21 (stereo not drawn) | 1.5 | -3 | -16[20 µM] | 14 | 1 | 0.4 | -16 | 0.1 | -35
CC(C)(C)NC(=O)C1CCCN(S(=O)(=O)c2cccc3cccnc23)C1 (stereo not drawn) | . | 2 | -22 | 2 | 0 | 0.9 | 2 | 0.9 | 8
CCc1ccccc1NC(=O)C(CC)Sc1nc2cc3c(cc2c(=O)n1Cc1ccco1)OCO3 (stereo not drawn) | -1.8 | -1 | -5[20 µM] | 7 | 9 | 0.8 | -8 | -0.3 | 21
C=CCc1c(C)nc2c(C(=O)O)cnn2c1C | 0.094 | -5 | -21 | -1 | -2 | 0.5 | . | 1.4 | .
COc1cccc(NC(=S)/C(=C(\[O-])c2ccc(OC(F)F)cc2)[n+]2ccccc2)c1 | 0.37 | -6 | -17 | 3 | -8 | 0.9 | 6 | -0.3 | 3
Cn1c(Cn2c(=O)sc3ccccc32)nnc1SCC(N)=O | -0.88 | 1 | -24 | -22 | 6 | 0.6 | -10 | 2.2 | 17
NC(=O)C(c1ccc(Cl)cc1)c1ncc(C(F)(F)F)cc1Cl (stereo not drawn) | -0.096 | 3 | -21[20 µM] | -16 | -3 | 0.3 | -16 | -1.4 | 9
O=C(N/N=C/c1cc(O)ccc1[N+](=O)[O-])c1ccc2c(c1)OCCO2 | 0.025 | -12 | -7 | 80*[5 µM] | -28 | 0.3 | -8 | 0.9 | -17
COc1ccc(-c2c(C#N)c(C)nc3c2C(=O)c2ccccc2-3)cc1 | 0.5 | 2 | 2[20 µM] | 20 | -12 | 0.4 | -55 | -0.3 | 18
The list goes on:
SMILES | KCC2 mod | thrombin 1536 | Furin inhibitor | PPC-1+TRAIL kill | TbHK1 inh | TRPML3 agonist | EBV gp42 block | TRPN1 ag | m-calpain inh
C#CCn1c(=NC(=O)c2ccc(Br)s2)sc2cc(NC(C)=O)ccc21 | -0.28 | 0 | -11 | 18 | -20 | 0.1 | 30 | 0.1 | -96
CCn1nc(C)c(Br)c1-c1nc(-c2cccc(C)c2)no1 | 0.99 | -2 | -17 | -1 | -6 | 0.1 | -5 | 1.4 | -7
O=S(=O)(Nc1ncccc1O)c1ccc(Cl)cc1 | . | 0 | 3[20 µM] | 15 | 3 | 0.0 | -15 | -0.8 | -5
Cc1ccc(OCCn2cnc(Cl)c2Cl)cc1 | -1.1 | -10 | -4 | 22 | 4 | -0.7 | 9 | -0.6 | 5
O=C(NCc1ccccc1F)c1ccc2c(c1)OCO2 | -0.84 | -2 | -15[20 µM] | -7 | 9 | 0.5 | 2 | 0.1 | 3
Clc1ccccc1Cc1noc(CN2CCN(c3cnccn3)CC2)n1 | -0.024 | -4 | -13 | 8 | -23 | 0.8 | -1 | -0.5 | -5
O=C(COC(=O)c1ccc(F)cc1)NCCc1ccc(F)cc1 | -1.8 | -6 | -25 | 10 | 1 | -0.3 | -3 | -0.7 | 16
CCCc1cc(=O)oc2cc(C)cc(OC(=O)c3ccco3)c12 | . | 5 | -28 | 20 | -7 | -0.5 | -10 | -0.2 | -19
Cc1cc(OCCN2CCCC2)cc(C(C)C)c1 | -0.37 | 3 | -15 | 12 | 3 | -0.5 | -6 | 0.4 | 14
COc1ccc(NC(=O)CC2C(=O)N(c3ccc(OC)cc3)C(=O)N2Cc2ccc(OC)c(OC)c2)cc1 (stereo not drawn) | -0.96 | 0 | -15 | -4 | -6 | 0.3 | -10 | 1.1 | -7
O=C(NCCc1ccncc1)Nc1ccc(Cl)cc1 | -0.1 | 3 | -14[20 µM] | -4 | 0 | -0.9 | -8 | 1.4 | -16
O=S(Cc1cc(Sc2ccccc2)nc(-c2ccccc2)n1)c1ccccc1 (stereo not drawn) | . | -12 | -16[20 µM] | 17 | -2 | 0.0 | -1 | -0.2 | 27
CCOC(=O)c1cc(-c2ccc(OC)cc2)nc2c1c(C)nn2CCC(N)=S | -1.6 | -8 | -26 | 25 | -10 | -0.2 | -1 | -0.7 | -42
COc1ccccc1-c1cc(C(=O)Nc2sc3c(c2C#N)CCC(C)C3)c2ccccc2n1 (stereo not drawn) | 1.4 | -1 | -11[20 µM] | 37 | -32 | -0.2 | -40 | 0.1 | -176
Nc1cc(=O)[nH]c(SCC(=O)Nc2cc(S(=O)(=O)N3CCOCC3)ccc2Cl)n1 | 0.12 | -2 | -19 | -3 | 10 | 0.5 | -2 | -0.2 | -16
CCC(c1nnnn1Cc1ccco1)N1CCN(c2cc(Cl)ccc2C)CC1 (stereo not drawn) | -0.11 | -2 | -6 | 10 | 0 | 0.8 | 2 | 0.3 | -4
Cc1[nH]c2ccccc2c1SCC(=O)N1CCC(C)CC1 | -0.16 | -3 | -29 | -10 | -1 | -0.8 | -5 | 1.5 | 40
Cc1nc(NCCCO)c(C#N)c2c1COC(C)(C)C2 | . | -10 | -38 | 12 | -15 | -1.0 | -9 | 2.2 | -386
O=C(NNS(=O)(=O)c1ccccc1[N+](=O)[O-])c1ccc(F)cc1 | -0.0027 | -8 | -31 | 6 | 1 | 1.1 | -9 | 0.8 | -26
CN(C)c1ccc2c(O)cc(=O)n(C)c2c1 | . | 2 | -70 | 16 | -26 | 1.1 | 6 | -0.3 | -181
CC(=O)c1ccc(NCC(=O)N2CCN(c3ccccc3)CC2)cc1 | -0.66 | -3 | -4[20 µM] | -6 | -30 | 1.4 | -38 | 0.2 | -57
CCOC(=O)c1cn(Cc2c(C)c(C)c(C)c(C)c2C)nn1 | -0.0073 | -5 | -12 | -2 | -6 | 0.8 | 7 | -1.6 | -6
Cc1ccc(C(=O)Nc2ncc(Cc3ccc(SC(F)F)cc3)s2)cc1 | 0.96 | -7 | -12 | 12 | -7 | 1.4 | -4 | 0.0 | -2
Cc1nc2ccccc2n1CC(=O)NN | 0.6 | -5 | -13 | 4 | 1 | 1.1 | 12 | 0.5 | 6
Nc1scn[n+]1Cc1cccc2cccnc12 | 0.056 | 1 | -13 | 2 | -8 | 0.1 | -25 | 0.3 | 3
The results go on.
SMILES | KCC2 mod | thrombin 1536 | Furin inhibitor | PPC-1+TRAIL kill | TbHK1 inh | TRPML3 agonist | EBV gp42 block | TRPN1 ag | m-calpain inh
CC1(C)CSC(=S)N1S(=O)(=O)c1ccccc1 | 0.065 | 0 | -11 | 5 | 4 | 32* | 10 | 0.0 | -4
CCN(CC)c1ccc(CN2CCCCCC2)cc1 | 0.92 | 1 | -30[20 µM] | 32 | 1 | 0.7 | -12 | 0.5 | -1
COc1ccc(NC(=S)NCCN2CCOCC2)cc1 | -0.81 | -6 | -26 | 14 | -4 | 0.5 | -14 | -0.8 | -25
CC(C)OC(=O)Cn1cnc2ccc(Br)cc2c1=O | -0.42 | -6 | -17 | 7 | -2 | 0.1 | 4 | 0.4 | -17
O=[N+]([O-])c1ccc(CSc2nc3ccccc3[nH]2)cc1 | -1.5 | -4 | -18 | 15 | 0 | 0.2 | -6 | 1.7 | -4
COc1ccc(NC(=O)Nc2cccc(NC(C)=O)c2)c(OC)c1 | 0.16 | -2 | -30 | 18 | 1 | 0.5 | -12 | 1.6 | -5
C/C(=N\OCC(=O)Nc1nc2ccccc2s1)c1ccccc1 | -1 | -3 | -1 | 22 | 34 | 0.9 | -13 | -1.7 | 23
CCCn1c(C)cc(C(=O)COC(=O)c2c(C)nn(-c3ccccc3)c2C)c1C | -0.51 | 2 | -14[20 µM] | 1 | -12 | 0.2 | 1 | -0.1 | 32
CCc1ccc(C(C(=O)NC2CCCCC2)N(C(=O)c2ccccn2)c2cccnc2)cc1 (stereo not drawn) | 1.1 | -14 | -21 | . | -14 | 0.0 | -28 | 0.1 | -2

Four entries already listed, sorted by heavy-atom count, descending.
SMILES | KCC2 mod | thrombin 1536 | Furin inhibitor | PPC-1+TRAIL kill | TbHK1 inh | TRPML3 agonist | EBV gp42 block | TRPN1 ag | m-calpain inh
Cc1ccc(C(=O)Nc2ncc(Cc3ccc(SC(F)F)cc3)s2)cc1 | 0.96 | -7 | -12 | 12 | -7 | 1.4 | -4 | 0.0 | -2
Cc1nc(NCCCO)c(C#N)c2c1COC(C)(C)C2 | . | -10 | -38 | 12 | -15 | -1.0 | -9 | 2.2 | -386
CCCCCCCC(=O)N/N=C(\C)c1cccnc1 | 0.3 | -3 | -7[20 µM] | 8 | 2 | 0.4 | -11 | 0.4 | -2
Cc1cc(OCCN2CCCC2)cc(C(C)C)c1 | -0.37 | 3 | -15 | 12 | 3 | -0.5 | -6 | 0.4 | 14
